# Tau fluor cs: counter-screen for tau fibril formation inhibitors; 280,000 tested, 0.93% active; Potency, µM (top dose mostly 57.7 µM), inactives show at the highest dose activity change, negative = decrease; AID 1463; tau K18 P301L Alexa594 fluorescence, heparin fibrillization; note: % is set by controls: 0 for no effect and ±100 for the full control effect; nearly all actives have a fitted effect of over 55% in size
#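 Human K18 P301L tau (15 uM unlabeled plus 0.24 uM Alexa 594-labeled, final) in 100 mM sodium acetate pH 7 was mixed with compound and 20 uM heparin and incubated 6 hr at 37 C.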
# RECQ1 helicase: inhibitors of human RECQ1 DNA helicase. 240,000 tested, 0.54% active. RECQ1 DNA unwinding, red fluorescence kinetic read. P46063. Potency, µM (titrated, usually from 57.3 µM), for inactives: at the highest dose activity, negative = inhibition, most hits filed as inhibitors;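 note: plate controls were vehicle for no effect and no enzyme for full effect; nearly all actives have a fitted effect of over 30% in size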
# Target sequence (P46063 whole entry, looked up): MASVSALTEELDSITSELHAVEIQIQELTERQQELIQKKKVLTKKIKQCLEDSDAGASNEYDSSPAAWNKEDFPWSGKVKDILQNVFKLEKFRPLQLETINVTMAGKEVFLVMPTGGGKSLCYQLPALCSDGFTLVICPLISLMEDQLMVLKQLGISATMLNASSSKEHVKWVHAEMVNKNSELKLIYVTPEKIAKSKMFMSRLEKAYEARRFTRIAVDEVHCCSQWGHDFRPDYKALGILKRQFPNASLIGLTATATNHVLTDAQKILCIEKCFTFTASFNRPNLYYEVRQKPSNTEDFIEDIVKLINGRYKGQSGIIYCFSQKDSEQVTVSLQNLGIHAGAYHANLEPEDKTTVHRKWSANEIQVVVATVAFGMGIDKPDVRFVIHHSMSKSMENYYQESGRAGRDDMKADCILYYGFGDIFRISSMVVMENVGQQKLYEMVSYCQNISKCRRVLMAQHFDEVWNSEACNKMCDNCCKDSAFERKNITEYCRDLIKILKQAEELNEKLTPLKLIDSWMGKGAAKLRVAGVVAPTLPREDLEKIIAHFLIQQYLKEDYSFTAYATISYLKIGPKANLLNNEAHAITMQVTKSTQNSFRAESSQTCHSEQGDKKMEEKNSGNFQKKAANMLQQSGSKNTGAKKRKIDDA
#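 50 nM RECQ1T1 preincubated 15 min with compound in Tris pH 8.0 buffer with MgCl2, DTT, Tween-20 and 2.5 ug/ml poly(dI-dC); started with 200 nM TAMRA/BHQ-2 forked duplex and 2 mM ATP. Unwinding read as fluorescence (525/598 nm), two reads 2 h apart.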
# Tau ThT inhib: blocks human tau fibril formation measured by thioflavin T | P10636 | recombinant tau K18 P301L, heparin-induced fibrillization, ThT fluorescence | Potency, µM (top dose mostly 57.4 µM), without a hit: at the top dose activity, negative = inhibition, usual class: inhibitors | 270,000 tested, 2.1% active | AID 1460; note: % is set by controls: 0 for no effect and ±100 for the full control effect; nearly all actives have a fitted effect of over 55% in size
#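 Using a mix of unlabeled (15 uM) and Alexa 594-labeled (0.24 uM) tau K18 P301L, heparin-triggered fibrillization over 6 hr at 37 C was scored by ThT fluorescence.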
# TRb-SRC2 inh: disrupts binding of human TR beta to SRC2. P10828. Potency, µM (series often up to 106 µM), inactives show at the top dose activity change, negative = inhibition, hits mostly inhibitors. TRbeta-SRC2 peptide binding, fluorescence polarization; receptor liganded with 1 µM T3. AID 1469. 280,000 tested, 0.065% active;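 note: plate controls were bound peptide for no effect and peptide without receptor for full effect; nearly all actives have a fitted effect of over 50% in size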
# Target sequence (P10828 whole entry, looked up): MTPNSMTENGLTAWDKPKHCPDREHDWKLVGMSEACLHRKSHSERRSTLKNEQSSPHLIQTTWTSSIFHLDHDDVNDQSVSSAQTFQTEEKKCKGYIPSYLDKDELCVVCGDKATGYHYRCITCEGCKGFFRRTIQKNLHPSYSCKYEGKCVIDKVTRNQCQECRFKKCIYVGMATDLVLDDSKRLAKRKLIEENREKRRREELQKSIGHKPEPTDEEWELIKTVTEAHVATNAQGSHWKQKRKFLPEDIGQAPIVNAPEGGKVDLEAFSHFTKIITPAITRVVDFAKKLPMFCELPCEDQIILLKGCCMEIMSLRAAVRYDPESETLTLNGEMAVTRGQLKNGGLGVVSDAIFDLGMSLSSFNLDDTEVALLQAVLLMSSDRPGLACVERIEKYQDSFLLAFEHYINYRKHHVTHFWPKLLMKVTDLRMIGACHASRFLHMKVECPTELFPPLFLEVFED
#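 Compounds were added to 0.6 uM TRb ligand-binding domain and 20 nM Texas Red-labeled SRC2 peptide in Tris buffer containing 1 uM T3, incubated 5 hr at ambient temperature, then read by fluorescence polarization.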
# TR SRC2 fluor cs: counter-screen for TRb-SRC2 inhibitors: fluorescence interference. 280,000 tested, 0.29% active. TRb/SRC2 Texas Red total fluorescence interference. Potency, µM (titrated, usually from 106 µM), for the others: top-dose fluorescence change, negative = quenching; active = well fitted curve in either direction with a large enough effect; inconclusive = small, poorly fitted or top-dose-only effect; note: % is set by controls: 0 for no effect and ±100 for the full control effect
#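 Human TRb ligand-binding domain at 0.6 uM with 20 nM Texas Red SRC2 peptide in Tris buffer containing 1 uM T3 and 5% DMSO, incubated with compound 5 h at ambient temperature. Total fluorescence (555/632 nm) calculated as parallel + 2 × perpendicular.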
# Tau fibril FP: tau fibrillization inhibition (FP); P10636; K18 P301L tau heparin fibrillization, Alexa594 FP, 6 h; Potency, µM (doses to about 57.7 µM), without a hit: top-dose activity, negative = inhibition, most hits filed as inhibitors; 280,000 tested, 0.39% active; note: % is set by controls: 0 for no effect and ±100 for the full control effect; nearly all actives have a fitted effect of over 55% in size
#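 Human tau K18 […] P301L fragment, 15 uM unlabeled plus 0.24 uM Alexa 594-labeled tau (final), with compound and 20 uM heparin in 100 mM sodium acetate pH 7; 6 hr at 37 C, then Alexa 594 FP read.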
# L3MBTL1 inh: inhibitors of human L3MBTL1; Q9Y468; AlphaScreen L3MBTL1–H3K9me1 peptide binding; Potency, µM (doses to about 57.1 µM), for the others: at the highest dose activity, negative = inhibition, actives largely listed as inhibitors; 230,000 tested, 0.66% active; AID 485360; note: % is set by controls: 0 for no effect and ±100 for the full control effect; nearly all actives have a fitted effect of over 60% in size
#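 L3MBTL1 (50 nM) pre-complexed 30 min with biotinylated H3(1-15)K9me1 peptide (75 nM), then compounds added for 30 min at room temperature; AlphaScreen streptavidin donor/nickel chelate acceptor beads (10 ug/mL final) read after 30 min dark incubation.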
# HTT cytoprotect: protects HTT-Q103 PC12 cells, measured by ATP | Potency, µM (series often up to 56.4 µM), for the others: cytoprotection (ATP increase), most hits filed as activators | 230,000 tested, 0.14% active | PC12 HTT-Q103 induced, cytoprotection, ATP luminescence, 40 h;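 note: % of control where 0% means no effect; nearly all actives have a fitted effect of over 45% in size; toxic huntingtin expression switched on by the ecdysone agonist tebufenozide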
#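 Cells were plated at 1500 per well in phenol red-free DMEM with 5% equine and 5% calf serum. Tebufenozide (100 nM final) and compounds were added, then ATPlite reagent, and luminescence was read.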
# Active calls of the source: *; i = inactive; u = inconclusive; x = not tested or not shown; [ ] = dose if it differs, or a comment. Unless noted, calls come from the whole dose curve; as a rule, active = well fitted curve in the direction sought with a large enough effect; inconclusive = small, poorly fitted or top-dose-only effect, or another doubt; inactive = no such curve, though single readings can be large; an effect the other way counts as inactive or inconclusive. Potency is the fitted concentration of half-maximal effect. An excerpt, so the mix of outcomes need not match the whole.
SMILES,Tau fluor cs,RECQ1 helicase,Tau ThT inhib,TRb-SRC2 inh,TR SRC2 fluor cs,Tau fibril FP,L3MBTL1 inh,HTT cytoprotect
N/C(=N\OC(=O)Oc1ccccc1)c1ccc([N+](=O)[O-])cc1,5.8%,4.5%,-3.0%,11.0%[53 µM],0.9%[53 µM],-1.0%,5.5%,-20.1%[10 µM]
COc1ccccc1OCCN(C#N)c1nc(N(C)C)nc(N(C)C)n1,-16.3%,-21.8%,-15.2%,0.2%,-1.1%,-2.9%,x,-13.7%
CCOC(=O)c1ccc(N2C(=O)c3n[nH]c(C)c3C2c2ccc(OC)cc2)cc1 (configuration not stated),-12.8%,-16.4%,7.7%,-20.1%,1.8%,0.4%,-9.3%,-10.3%[0.074 µM]
Cc1cccc(C)c1NC(=O)c1sccc1SCc1cccc(C(F)(F)F)c1,-13.5%,-6.7%,u,-1.7%,2.1%,0.8%,27.8%,-68.7%[inhibitor]
COCCNCc1ccc(Cl)cc1Cl,4.1%,-13.1%,8.9%,0.5%,-1.8%,-9.3%,-2.0%,-35.4%
CCOc1cc(/C=C2/C(=N)N3OC(C)=CC3=NC2=O)ccc1OC,-8.5%,i,-11.9%,-1.7%,1.8%,-5.3%,x,5.7%
COc1ccc(C)cc1NC(=O)Nc1ccccc1,u,-13.5%,-14.3%,-1.6%,-0.3%,-1.2%,x,25.7%[10 µM]
O=S(=O)(NCC(c1cccs1)S(=O)(=O)c1ccccc1)c1ccccc1 (configuration not stated),-6.6%,x,-0.7%,2.3%,-1.4%,-0.3%,x,x
Cc1onc(-c2ccccc2Cl)c1C(=O)NC(=S)NCc1cccnc1,11.7%,-7.0%,11.2%,10.2%,0.1%,1.4%,-20.3%[2.29 µM],-40.9%
O=C1c2ccccc2-c2cccc(NS(=O)(=O)c3ccc(C(F)(F)F)cc3)c21,u,-0.1%,u,-12.8%,-0.5%,1.9%,-8.0%,33.7%[10 µM]
CSc1nc2c(c(=O)n1C)SC(C)C2 (configuration not stated),2.1%,-3.6%,-0.4%,11.7%,1.1%,5.1%,-3.3%,-8.9%
Cc1oc2c(cc(NS(=O)(=O)c3ccc(Cl)cc3)c3ccccc32)c1C(=O)OCc1ccccc1,u,x,-1.5%,6.4%,-2.0%,4.1%,x,x
NC(=O)[C@@H]1CC2(CC(c3cccc(NC(=O)CC(c4ccccc4)c4ccccc4)c3)=NO2)CN1C(=O)COc1ccc(Cl)cc1 (some centres not stated),-6.1%,i,6.4%,-1.5%,-4.8%,u,x,-48.1%[inhibitor][10 µM]
Cc1ccc(C(=O)N/C(=C/c2ccco2)C(=O)NCCCn2ccnc2)cc1,-2.5%,-0.6%,0.2%,2.6%,-0.7%,-3.1%,u,4.3%[10 µM]
CN(Cc1nc(-c2ccccn2)no1)S(=O)(=O)c1ccccc1,4.6%,-14.8%,3.6%,-16.7%,4.5%,0.7%,-1.6%,9.9%[10 µM]
CNC(=O)c1oc(-c2ccccc2)nc1C,8.1%,i,5.4%,0.4%,0.3%,7.5%,8.1%,0.6%
COc1ccc(CNC(=O)c2ccc(NC(=O)CC3SC(N4CCCC4)=NC3=O)cc2)cc1 (configuration not stated),-8.9%,-3.5%,-6.7%,-5.2%,-1.9%,-9.8%,-2.4%,8.0%
CCN(CC)S(=O)(=O)c1ccc2oc(C(=O)O)c(C)c2c1,5.2%,0.0%,0.1%,6.1%,2.2%,6.4%,10.8%,-15.4%
OC[C@H]1OC(Nc2ccc(N=Nc3ccccc3)cc2)[C@@H](O)[C@@H](O)[C@@H]1O (some centres not stated),-6.0%,-8.8%,x,1.8%,-3.6%,8.6%,x,25.3%[10 µM]
CC(=O)c1cccc(NC(=O)Cn2c(SCC(=O)Nc3ccc(F)cc3)nc3ccccc32)c1,u,x,2.0%,6.6%,-1.7%,u,x,x
COc1ccc([N+](=O)[O-])cc1N/C(=N/S(=O)(=O)c1ccccc1)c1ccccc1,-22.1%,i,-11.7%,10.0%,5.0%,-2.3%,-8.0%,x
CCc1ccc(NC(=O)c2sc(-n3nc(C)c(Cc4ccc5c(c4)OCO5)c3C)nc2C)cc1,-17.0%,x,-4.9%,-3.3%,-8.1%,3.6%,x,x
CCC(c1nnc(SCC(=O)Nc2ccc(C(=O)Nc3ccccc3OC)cc2)o1)N(C)C (configuration not stated),u,-6.2%,u,15.8%,-7.7%,1.1%,u,19.7%[10 µM]
Cc1nc2c(c3c1[nH]c1ccccc13)C(=O)CC(C)(C)C2,u,4.2%,-14.9%,1.4%,-2.9%,-14.2%,4.2%,-20.0%
Cc1ccc(NC(=O)CSc2nc(N)cc(=O)[nH]2)cc1Cl,-1.2%,-28.2%,-5.2%,5.4%,-6.7%,-0.1%,-12.0%,2.8%[10 µM]
CCCN(CC(=O)Nc1cc(C)on1)S(=O)(=O)c1cccc(C(F)(F)F)c1,-4.9%,i,5.6%,-0.9%,-0.2%,-6.3%,11.5%,-52.1%[inhibitor]
COc1cc2c(cc1OC)C(c1ccc(-c3cc(Cl)ccc3Cl)o1)=NCC2,-4.8%,-8.9%,u,-1.7%,-0.7%,5.2%,x,-52.0%[inhibitor][10 µM]
CCCOc1ccc(CN(CCO)CCO)cc1C(=O)OC,7.6%,i,2.2%,-4.4%,0.8%,7.6%,3.1%,14.2%
Cc1nc2c(C(=O)NCCC(C)C)cnn2c(C)c1Cc1c(F)cccc1Cl,-2.7%,x,-10.3%,0.0%,0.6%,5.5%,x,x
CCC/C=N/NC(=O)CNC(=O)c1ccccc1Cl,1.1%,0.1%,1.4%,0.6%,-3.0%,6.4%,0.7%,-16.6%

# Profiles, looked up by structure. Order of screens: Tau fluor cs, RECQ1 helicase, Tau ThT inhib, TRb-SRC2 inh, TR SRC2 fluor cs, Tau fibril FP, L3MBTL1 inh, HTT cytoprotect
# CC(=O)c1cccc(NC(=O)Cn2c(SCC(=O)Nc3ccc(F)cc3)nc3ccccc32)c1 in the list: u, x, 2.0%, 6.6%, -1.7%, u, x, x
# CCCN(CC(=O)Nc1cc(C)on1)S(=O)(=O)c1cccc(C(F)(F)F)c1 in the list: -4.9%, i, 5.6%, -0.9%, -0.2%, -6.3%, 11.5%, -52.1%[inhibitor]
# CCC/C=N/NC(=O)CNC(=O)c1ccccc1Cl in the list: 1.1%, 0.1%, 1.4%, 0.6%, -3.0%, 6.4%, 0.7%, -16.6%

# Nothing new here: four of the compounds above.
SMILES,Tau fluor cs,RECQ1 helicase,Tau ThT inhib,TRb-SRC2 inh,TR SRC2 fluor cs,Tau fibril FP,L3MBTL1 inh,HTT cytoprotect
COc1cc2c(cc1OC)C(c1ccc(-c3cc(Cl)ccc3Cl)o1)=NCC2,-4.8%,-8.9%,u,-1.7%,-0.7%,5.2%,x,-52.0%[inhibitor][10 µM]
CCCOc1ccc(CN(CCO)CCO)cc1C(=O)OC,7.6%,i,2.2%,-4.4%,0.8%,7.6%,3.1%,14.2%
Cc1nc2c(C(=O)NCCC(C)C)cnn2c(C)c1Cc1c(F)cccc1Cl,-2.7%,x,-10.3%,0.0%,0.6%,5.5%,x,x
CCC/C=N/NC(=O)CNC(=O)c1ccccc1Cl,1.1%,0.1%,1.4%,0.6%,-3.0%,6.4%,0.7%,-16.6%

# Other results follow:
SMILES,Tau fluor cs,RECQ1 helicase,Tau ThT inhib,TRb-SRC2 inh,TR SRC2 fluor cs,Tau fibril FP,L3MBTL1 inh,HTT cytoprotect
CC(C)(C)c1ccc(OCc2ccc(C(=O)NN)o2)cc1,-1.8%,-2.0%,-7.0%,-0.2%,-2.7%,4.4%,-16.5%,9.8%[10 µM]
COC(=O)c1ccccc1NC(=O)CSc1nc(-c2ccccc2)cc(C(F)(F)F)n1,-24.7%,x,-9.2%,-1.6%,-23.5%,-22.1%,x,x
CCc1ccc(NC(=O)C2CCN(S(=O)(=O)c3cccc(-c4noc(C)n4)c3)CC2)cc1,u,x,9.0%,-9.2%,-2.8%,-18.3%,x,x
C=CCNc1nnc(-c2ccncc2)s1,-3.0%,-3.5%,-3.6%,1.7%,-1.4%,0.5%,5.6%,-3.3%
CC(C)CN(CC(C)C)C(=O)C12CCC(C)(C(=O)O1)C2(C)C (configuration not stated),-1.9%,i,-10.8%,3.6%,-0.2%,0.4%,6.6%,2.0%[10 µM]
CCOc1ccccc1N1CCN(c2nc3ccccc3nc2C(C#N)C(=O)OC(C)C)CC1 (configuration not stated),-17.0%,3.7%,-15.4%,0.0%,-0.6%,9.1%,-3.4%,-8.6%
CC1(C)CC(=O)C(C=NCCN2CCNCC2)=C(O)C1,4.2%,i,-1.9%,7.9%,1.8%,-0.6%,4.8%,x
O=c1[nH]c(CN2CCCCC2)nc2c1C1(CCCCC1)Cc1ccccc1-2,2.3%,-7.1%,2.1%,1.3%,-2.1%,-4.9%,-4.0%[11.4 µM],-3.1%
O=C(O)Cc1sc(N/N=C\c2ccccc2)nc1-c1ccccc1,u,-15.8%,10µM*,1.7%[53 µM],-2.1%[53 µM],u,-12.8%,-3.0%[10 µM]
CCCC(C)NC(=S)NC(=O)c1cc(S(=O)(=O)N2CCOCC2)ccc1C (configuration not stated),-16.2%,i,-8.8%,-2.3%,2.0%,4.5%,11.1%,x
COc1cccc(NC(=O)NCc2ccccc2F)c1,-3.9%,1.6%,1.8%,1.2%,-1.5%,-3.4%,-17.4%,-6.3%[10 µM]
COc1cccc(CNC(=O)CCNS(=O)(=O)c2ccc3c(c2)oc(=O)n3C)c1,0.5%,x,4.3%,9.9%,0.2%,-3.3%,x,x
O=c1c2c(nc3nc(CCc4ccccc4)[nH]n13)CCC2,2.1%,i,-11.3%,-0.1%,-2.8%,0.6%,-7.3%,-15.3%[0.074 µM]
O=C(NN1CCOCC1)c1sc2cccc(F)c2c1Cl,-16.5%,i,-16.2%,6.3%,-3.8%,-6.3%,-6.5%,-0.9%
